# Screening results from PubChem.
# IDE cell activ: IDE (human) activation, cell-based; activation, % at 5.96 µM; P14735; HEK cells, FAbeta-B cleavage, fluorescence polarization; 0% vehicle, 100% cell-free pure enzyme wells; 0.073% of 340,000 active;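 active = activation above the mean of all tested compounds plus 3 SD, set per screening campaign, cut at about 17% in these data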
# Target sequence (P14735 whole entry, looked up): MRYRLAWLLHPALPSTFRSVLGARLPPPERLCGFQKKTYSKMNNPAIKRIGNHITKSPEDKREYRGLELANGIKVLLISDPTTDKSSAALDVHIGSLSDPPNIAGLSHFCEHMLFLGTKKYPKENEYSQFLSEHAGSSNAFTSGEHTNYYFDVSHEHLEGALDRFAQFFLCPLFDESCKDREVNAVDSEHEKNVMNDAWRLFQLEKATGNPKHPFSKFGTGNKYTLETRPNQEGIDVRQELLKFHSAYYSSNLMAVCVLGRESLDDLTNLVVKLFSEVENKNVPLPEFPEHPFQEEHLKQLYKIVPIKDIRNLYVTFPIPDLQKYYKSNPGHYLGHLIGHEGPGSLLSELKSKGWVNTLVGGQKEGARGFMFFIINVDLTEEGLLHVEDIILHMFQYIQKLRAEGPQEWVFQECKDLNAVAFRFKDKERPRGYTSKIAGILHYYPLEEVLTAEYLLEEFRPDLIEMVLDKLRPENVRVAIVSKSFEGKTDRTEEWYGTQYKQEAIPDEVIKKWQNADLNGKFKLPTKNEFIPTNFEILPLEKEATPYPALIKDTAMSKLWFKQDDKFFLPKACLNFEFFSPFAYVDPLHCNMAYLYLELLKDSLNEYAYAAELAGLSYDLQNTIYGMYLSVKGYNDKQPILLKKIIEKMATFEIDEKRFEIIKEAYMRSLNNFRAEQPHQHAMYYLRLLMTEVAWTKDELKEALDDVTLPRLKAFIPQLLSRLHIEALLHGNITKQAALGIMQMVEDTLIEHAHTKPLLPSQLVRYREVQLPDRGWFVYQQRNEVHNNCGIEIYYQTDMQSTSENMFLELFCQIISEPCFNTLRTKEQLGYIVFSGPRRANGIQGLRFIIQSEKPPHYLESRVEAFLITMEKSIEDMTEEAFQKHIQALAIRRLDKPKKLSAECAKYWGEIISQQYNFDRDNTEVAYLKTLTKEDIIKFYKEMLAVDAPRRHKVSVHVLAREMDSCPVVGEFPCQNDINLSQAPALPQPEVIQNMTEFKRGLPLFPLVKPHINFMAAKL
# p-CIP stab down: lowers stability of the mouse p/CIP coactivator protein; decrease of EGFP signal, % at 10 µM; F442A p/CIP-EGFP cells, EGFP fluorescence, 16 h; Q05BA5; 0.01% of 290,000 active; AID 1984;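 active = EGFP signal decrease of at least 30% at 10 µM or well 3 SD below plate mean, unless failing retest; inactive = the rest, including hits failing retest or dose response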; note: some compounds called inactive have numbers as strong as hits; many of its hits are not listed in these tables
# NS3 helicase inh: inhibitors of Hepatitis C virus NS3 helicase; NS3 helicase DNA unwinding, Cy5 molecular beacon fluorescence; inhibition, % at 10.9 µM; 0.56% of 290,000 active; AID 1800;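 active = inhibition above the mean of all tested compounds plus 3 SD, set per campaign, cut at about 35% in these data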;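 note: 0% = DMSO wells and 100% = thioflavine S control wells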
#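 Assay system – hepatitis C virus NS3 helicase domain fragment enzyme · Buffer or medium – MOPS pH 6.5, MgCl2, DTT, Tween20, BSA · Reagent – Cy5/quencher beacon DNA duplex and ATP to start · Compound – single 10.9 µM dose · Timing – 1 h at 25 °C · Technique – Cy5 beacon fluorescence read at start and 1 h · Measure – % inhibition of unwinding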
# SUMO HTRF inh: blocks human SUMOylation mediated by UBC9; HTRF SUMOylation assay, SAE1/SAE2 + UBC9, in vitro; inhibition, % at 35 µM; 0.36% of 290,000 active; AID 2006; in the data active = inhibition above about 50%, passing the limit was not always enough; note: strong numbers were not always called active
# IDE cell inh: inhibitors of human insulin-degrading enzyme in cells. HEK cells, FAbetaB cleavage, fluorescence polarization. inhibition, % at 5.59 µM. AID 434962. P14735. 0.41% of 320,000 active;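 active = percent inhibition above the average of all tested compounds plus 3 SD, set per screening campaign, cut at about 16% in these data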;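 note: IDE supplied by intact live HEK cells; FP after avidin binding of uncleaved biotin substrate so inhibition keeps polarization high; 0% = DMSO wells and 100% = 60 µM reference IDE inhibitor Ii1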
# IMP-1 inhibitor: blocks Pseudomonas aeruginosa IMP-1 metallo-beta-lactamase; 0.45% of 290,000 active; inhibition, % at 5.6 µM; purified IMP-1, nitrocefin hydrolysis, epi-absorbance fluorescence;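 active = inhibition above the mean plus 3 SD of all compounds in the same screening run, cut at about 4.5% in these data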;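 note: 0% = IMP-1 with DMSO and 100% = DMSO wells lacking enzyme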
#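 System: purified IMP-1; amount: IMP-1 0.2 nM before substrate addition; compound: single dose, 5.6 µM; times: 25 °C, 15 min preincubation, 25 min reaction; signal: Epi-absorbance via hydrolysed-nitrocefin quenching of white-plate fluorescence, 480/530 nm, EDTA stop; benchmarks: DMSO with and without IMP-1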
# PfM18AAP inh: PfM18AAP enzyme inhibition | recombinant PfM18AAP, H-Glu-NHMec fluorogenic cleavage | inhibition, % at 7.35 µM | 1.2% of 290,000 active | AID 1822;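 active = inhibition above the campaign mean inhibition over all tested compounds plus 3 SD, cut at about 28% in these data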;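 note: 0% = plate median of test compound wells and 100% = 2 mM ZnCl2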
# DNA FID counter: counter-screen for HCV NS3 helicase inhibitors: DNA intercalator displacement; DNA fluorescent intercalator displacement, fluorescence; inhibition, % at 7.9 µM; 0.17% of 290,000 active; AID 1845; in the data active = inhibition above about 37%;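 note: 0% = vehicle and 100% = reference compound; higher means more ethidium bromide displaced from hairpin DNA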
# VIM-2 inhibitor: inhibitors of Pseudomonas aeruginosa VIM-2 metallo-beta-lactamase | purified VIM-2, nitrocefin hydrolysis, epi-absorbance fluorescence | inhibition, % at 5.6 µM | 0.89% of 290,000 active | AID 1527;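 active = inhibition above the mean of all tested compounds plus 3 SD, cutoff set per screening run, cut at about 7.5% in these data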;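 note: red hydrolysis product quenches plate fluorescence so inhibitors raise well fluorescence; 0% = enzyme with DMSO and 100% = DMSO without enzyme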
# * marks the source's active call; other numbers are inactive results; x = not tested or not shown.
# Value order: IDE cell activ	p-CIP stab down	NS3 helicase inh	SUMO HTRF inh	IDE cell inh	IMP-1 inhibitor	PfM18AAP inh	DNA FID counter	VIM-2 inhibitor
1) COc1ccc(-n2nnc3c(SCC(=O)Nc4ccccc4F)ncnc32)cc1
    5.5	-15.1	3.4	11.8	0.6	-2.3	-1.5	-0.7	-3.2
2) Cc1nnsc1NC(=O)OCC(C)C
    0.4	-16.7	-0.2	3.1	-4.8	-3.7	-3.6	0.1	-1.6
3) CCOCCc1nnc(NC(=O)C2CC(=O)N(CCc3ccc(F)cc3)C2)s1 (stereo not given)
    -2.6	3.5	2.5	-8.6	4.4	-4.4	-3.8	-27.5	-0.8
4) CCNC(=S)Nc1ccc(C)c(S(=O)(=O)Nc2ccccc2OC)c1
    8.3	-5.9	29.6	1.6	-2.5	-0.2	7.1	-8.5	0.9
5) Cc1ccc(-n2c(-c3cccnc3)n[nH]c2=S)c(C)c1
    -0.1	-2.0	-7.0	6.4	2.5	-1.9	2.9	-12.3	-2.5
6) O=C(COC(=O)c1ccc(Cl)c(S(=O)(=O)N2CCCCC2)c1)NCc1ccco1
    5.5	7.2	14.6	1.6	-1.6	-3.1	4.2	-18.0	-2.6
7) Nc1nc(SC2c3cccc4cccc(c34)C2NS(=O)(=O)c2ccccc2)n[nH]1 (stereo not given)
    3.1	-3.4	1.4	4.6	5.5	-0.9	-4.0	-12.5	-2.4
8) CC(C)[C@H](N)c1nnc(SCC(=O)c2ccc(Cl)cc2)o1
    3.7	11.9	0.0	1.7	-0.8	0.5	5.3	-1.8	-5.0
9) CN(c1cccc(NC(=O)CN(c2ccc(F)cc2)S(C)(=O)=O)c1)S(C)(=O)=O
    6.6	-9.7	-2.4	9.6	-6.9	0.8	-8.3	-5.0	2.4
10) CC(C)c1ccc(C2C(C#N)=C(N)N3C(=C2C#N)Sc2ccccc23)cc1 (stereo not given)
    x	-5.2	15.6	-16.4	4.3	2.6	4.8	-3.0	-0.5
11) C=CCc1ccc(OCC(O)CN2CCN(c3ccccc3)CC2)c(OC)c1 (stereo not given)
    4.0	-2.0	-71.7	13.3	2.3	-1.2	-3.0	9.0	-2.3
12) Cc1coc2cc3oc(=O)c(CCC(=O)NCCCn4ccnc4)c(C)c3cc12
    -4.0	-13.0	-29.8	18.5	0.5	1.8	20.3	10.8	4.6
13) CS(=O)(=O)N1CCN(c2ccc([N+](=O)[O-])c(NCCN3CCOCC3)c2)CC1
    7.0	8.7	-5.1	-21.5	-2.2	-5.5	6.2	-4.4	-0.7
14) O=C1NC(=S)N/C1=C/c1cccc([N+](=O)[O-])c1O
    4.3	-7.4	-4.5	-13.1	0.5	-2.7	4.1	-1.2	0.3
15) CC(=O)Nc1ccccc1NC(=O)c1ccc(C)c(C)c1
    5.3	-10.1	4.4	22.5	3.2	-0.7	-8.5	-2.0	1.2
16) CC(C)(C)OC(=O)C1C(=O)CC(C)(O)C(C(=O)OC(C)(C)C)C1c1ccco1 (stereo not given)
    -3.7	-2.1	-1.6	15.4	5.1	-2.4	-3.2	-39.4	-0.1
17) CCOc1ccc(-c2nc(=S)[nH][nH]2)cc1
    -14.1	2.2	9.4	-18.2	4.0	-0.2	21.2	-3.7	-1.4
18) O=C(CN1CCCCCC1)Nc1ccc(Cl)cn1
    -1.2	3.3	25.9	-5.2	6.7	1.1	16.5	-6.8	-0.3
19) C=CCN(CC=C)c1cnn(-c2nc3ccccc3[nH]2)c(=O)c1Cl
    0.0	-17.3	-2.1	38.4	-1.1	-3.7	1.4	-8.1	-2.2
20) CC(NC(=O)NCC1CCCO1)(C(F)(F)F)C(F)(F)F (stereo not given)
    3.6	5.2	4.4	0.7	-9.1	-2.0	1.8	1.8	-2.7
21) COC(=O)c1sc(NC(=O)c2ccc(OC)cc2OC)nc1C
    3.6	x	-3.8	x	2.4	-2.8	-8.1	0.0	-0.9
22) N#CC1=C(N)Oc2cc(Nc3ccccc3)ccc2C1c1ccncc1 (stereo not given)
    -8.3	-5.8	-3.3	-15.4	0.5	-0.7	6.7	-3.7	-0.2
23) Cc1c(/C=N/NC(N)=O)c2ccccn2c1C(=O)c1ccc(F)cc1
    4.7	-19.6	15.8	-12.0	6.2	-3.5	6.7	2.9	-2.8
24) CCC(=O)Nc1nnc(SCC(=O)c2ccc3c(c2)Cc2ccccc2-3)s1
    -3.4	-8.4	-9.4	-27.0	-1.5	-1.9	0.1	-0.4	-0.9
25) COC(=O)c1cn(-c2ccccc2)nc1C(=O)OC
    4.8	-5.7	-6.1	13.1	3.6	-0.5	0.1	-5.7	-0.6
26) COc1ccccc1CNC(=O)c1ccc(CS(=O)Cc2cccc(Cl)c2)o1 (stereo not given)
    1.6	-4.5	-5.0	5.3	1.1	-3.9	2.2	-43.6	-1.0
27) COc1ccc(N(C)S(=O)(=O)c2cccc(C(=O)OC(C(=O)Nc3cc(C)cc(C)c3)c3ccccc3)c2)cc1 (stereo not given)
    6.3	-2.6	1.2	5.2	1.1	-1.2	-7.7	5.6	-2.8
28) O=C(O)C(O)c1ccco1 (stereo not given)
    -5.4	-0.3	14.3	22.7	x	-0.4	10.1	3.3	1.0
29) CCCCNC(=O)c1c[nH]c2ccc(S(=O)(=O)Nc3ccc(OCC)cc3)cc2c1=O
    3.5	19.3	-11.1	11.3	-0.5	-5.5	-1.8	7.6	-2.2
30) CC1(C(=O)c2ccccc2)C2c3c(ccc4ccccc34)OC(=O)C21C(=O)N1CCOCC1 (stereo not given)
    -0.6	-8.0	16.8	9.7	8.7	-2.3	3.7	-39.6	-2.5

# Results in sequence from above:
# Nos. 19–24 in DNA FID counter: -8.1, 1.8, 0.0, -3.7, 2.9, -0.4

# Returning to the listing, starting two compounds before the break.
# Value order: IDE cell activ	p-CIP stab down	NS3 helicase inh	SUMO HTRF inh	IDE cell inh	IMP-1 inhibitor	PfM18AAP inh	DNA FID counter	VIM-2 inhibitor
29) CCCCNC(=O)c1c[nH]c2ccc(S(=O)(=O)Nc3ccc(OCC)cc3)cc2c1=O
    3.5	19.3	-11.1	11.3	-0.5	-5.5	-1.8	7.6	-2.2
30) CC1(C(=O)c2ccccc2)C2c3c(ccc4ccccc34)OC(=O)C21C(=O)N1CCOCC1 (stereo not given)
    -0.6	-8.0	16.8	9.7	8.7	-2.3	3.7	-39.6	-2.5
31) O=C(CSCc1c(Cl)cccc1Cl)NN1C(=O)c2ccccc2C1=O
    -4.2	5.7	1.1	12.1	3.6	-1.1	-0.4	1.7	0.2
32) CCOc1ccc(C(=O)NCCC(=O)N2CCC3(CC2)NCCc2[nH]cnc23)cc1OCC
    5.0	-2.9	12.2	x	1.8	0.0	-2.3	2.1	-1.1
33) O=C(Nc1ccc2nc(-c3ccco3)c(-c3ccco3)nc2c1)N1CCN(c2ccccn2)CC1
    1.9	-18.9	16.7	68.6	11.8	-1.7	8.5	-15.6	-3.8
34) CCSc1nnnn1-c1ccccc1
    2.1	1.6	1.3	-7.2	2.0	-3.2	1.5	-2.8	-2.0
35) COc1cccc(CN2CC(O)=C(c3nc(-c4ccc(Cl)cc4)cs3)C2=N)c1
    1.7	-5.1	5.1	-15.6	-0.8	-4.8	17.0	-2.9	0.3
36) Brc1cccc(-c2cnco2)c1
    1.2	-7.0	-4.5	1.5	2.5	-2.5	3.4	0.7	-2.4
37) O=C(NCCc1ccccc1)c1n[nH]c2ccccc12
    2.7	-4.9	-8.1	7.6	-1.8	-1.0	1.2	-0.6	-1.4
38) N#Cc1c(N)c(C(=O)c2ccc(Br)cc2)n2c1CCC2
    5.4	15.2	4.0	19.9	2.5	-1.8	-1.9	-3.4	-0.7
39) Cc1ccc2nc(S(=O)(=O)O)[nH]c2c1
    -0.8	-5.3	-21.9	10.8	1.9	-0.4	-12.9	3.1	-1.6
40) Cc1ccc2c(CNCc3ccco3)cc(=O)oc2c1
    -4.0	17.5	4.9	11.9	-1.6	-3.5	5.2	-5.7	-2.2
41) O=C(CSc1n[nH]c(=O)n1-c1ccc2c(c1)OCCO2)Nc1ccccc1
    3.3	-11.0	-0.7	3.3	-0.3	-1.7	9.1	-4.1	-4.8
42) CCn1c(Cc2ccc(OC)cc2)nnc1SCc1nc2ccccc2c(=O)[nH]1
    -0.2	3.5	6.4	2.1	1.7	-4.2	-0.6	-8.2	-0.6
43) CCN(Cc1ccc(OC)c(COC)c1)CC1CCCN(CCc2cccc(F)c2)C1 (stereo not given)
    -1.9	-33.2	-41.0	9.8	2.3	-0.3	-19.9	23.0	-1.2
44) CCCn1c(SCC(=O)Nc2ccccc2N2CCOCC2)nc2c1c(=O)n(C)c(=O)n2C
    0.3	-40.2	-6.7	7.9	-3.3	-1.3	4.9	-7.3	-2.6
45) CCN(CC)Cc1c(O)ccc2c(=O)c(-c3ccccc3OC)coc12
    -4.7	3.5	-6.0	45.2	3.5	-3.0	-2.3	-3.7	-0.1
46) CCSS(=O)(=O)c1cccc2cccnc12
    x	-0.1	-2.5	8.6	11.4	-1.7	-160.7	5.0	22.6*
47) COc1cc2cc(CN(CCO)S(=O)(=O)c3ccccc3)c(=O)[nH]c2cc1OC
    2.6	4.3	-7.8	3.0	3.6	-4.2	1.0	-11.3	-2.2
48) COC(=O)COc1cccc(-n2cnnn2)c1
    -0.3	7.4	2.9	3.6	6.1	-4.2	-5.8	3.3	-0.9
49) CCOC(=O)c1cc(NC(=O)C2C3CCC(O3)C2C(=O)O)cc(C(=O)OCC)c1 (stereo not given)
    -3.3	20.9	8.3	-3.5	-2.1	2.6	14.9	-3.0	1.4
50) C=CCN1CCN(C(CC(C)C)c2nnnn2CCOC)CC1 (stereo not given)
    1.5	0.0	-2.1	11.9	-6.7	-0.7	-10.2	-4.3	0.2
51) CCOC(=O)CNC(=O)CSc1nc(-c2ccc(C)cc2)ns1
    5.5	-15.5	7.1	24.6	-1.3	-1.6	-6.9	3.6	-0.1
52) COc1cccc(C(=O)n2cnnc2N)c1OC
    7.0	-11.6	3.7	1.1	1.4	-7.5	56.3*	-2.1	-1.9
53) CCOC(=O)C(NC(=O)Nc1ccc(O)cc1)(c1ccccc1)C(F)(F)F (stereo not given)
    3.5	-7.9	2.4	31.6	-5.6	-1.9	6.0	-0.8	0.1
54) Cc1cccn2c(CNCCc3ccco3)c(C(=O)N3CCOCC3)nc12
    -3.0	7.9	25.1	9.1	x	-2.1	16.3	-26.0	-2.3
55) O=C(NNC(=O)c1cc([N+](=O)[O-])ccc1Cl)c1cccnc1
    1.5	-11.2	8.7	3.0	x	-3.0	-8.7	-6.7	-3.3
56) COC(=O)CCCCCNC(=S)Nc1ccc2[nH]c(=O)[nH]c2c1
    -4.8	-14.6	8.1	9.7	3.9	-4.2	-2.0	-6.7	-1.8
57) CC(=O)c1ccc(S(=O)(=O)Nc2cccc(-n3cnnn3)c2)cc1
    -2.3	0.5	19.0	9.9	5.0	-3.2	-6.3	-0.3	-1.6
58) COc1ccc(OC)c(C(=O)NC(CC(N)=O)c2ccc(N3CCC(Cc4ccccc4)CC3)c([N+](=O)[O-])c2)c1 (stereo not given)
    -1.9	-9.3	-0.8	-6.3	2.9	-1.4	-2.3	-18.9	-1.1
